From PubChem
HT1080NT lethal – kills 2HG-producing HT-1080-NT fibrosarcoma cells. 360,000 compounds, 1.6% hits. Potency, µM (highest dose often 46.1 µM), without a hit: top-dose activity, negative = less viability, most hits filed as cytotoxic. AID 686970. HT-1080-NT fibrosarcoma viability, CellTiter-Glo ATP luminescence, 48 h;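 further: NT is the 2HG producing partner of a matched IDH1 knockdown line; potency means the concentration at half of the fitted maximal effect; 0% = DMSO-treated cells and -100% = media-only wells without cells; nearly all actives have a fitted effect of over 55% in size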
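Fibrosarcoma NT cells, 750 per well in 5% FBS RPMI, were exposed to compound for 48 hours. Viability: CellTiter-Glo luminescence.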
SW480 rerep – DNA re-replication induction in SW480 cells. SW480 DNA re-replication, Hoechst DNA content imaging, 48 h. Potency, µM (doses to about 46.1 µM), for inactives: at the top dose re-replication activation, usual class: activators. 340,000 compounds, 1.8% hits. AID 624297; further: potency means the concentration at half of the fitted maximal effect; % of control where 0% means no effect; nearly all actives have a fitted effect of over 55% in size
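Treated cells incubate 48 hr (37 C, 5% CO2), are stained 40 min with Hoechst, and nuclear fluorescence is enumerated; a rise in nuclei with high DNA signal marks re-replication.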
KB-3-1 cytotox – KB-3-1 parental cell cytotoxicity; 400,000 compounds, 1.4% hits; Potency, µM (doses to about 46.1 µM), for the others: top-dose activity change, negative = cytotoxic, hits mostly cytotoxic; KB-3-1 viability, CellTiter-Glo ATP luminescence, 72 h; further: potency means the concentration at half of the fitted maximal effect; on the % scale 0 is the no-effect control and ±100 the full control effect; nearly all actives have a fitted effect of over 60% in size
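Parental KB-3-1 viability, qHTS format: 72 h compound exposure, 37 °C; CellTiter-Glo; media-only wells and DMSO plates as controls; concentration-effect fits on corrected data.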
IL1B secr inh – inflammasome signaling inhibition, IL-1 beta readout; THP-1 LPS/ATP IL-1B secretion, AlphaLISA, 16 h; hits give low values; 360,000 compounds, 4.7% hits; activity change, % at 57.5 µM; in the data active means activity change below about -50%; inconclusive means mostly about -30% to -49%; further: on the % scale 0 is the no-effect control and ±100 the full control effect
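THP-1 cells pretreated 1 hr with compounds (up to 57.5 uM final), then stimulated with LPS (250 ng/mL final) plus ATP (1.25 mM final); secreted IL-1B measured by AlphaLISA after 16 hr, decreased signal indicating inhibition.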
ATXN2 expr inh – inhibitors of ATXN2 expression; HEK-293 ATXN2-luciferase reporter, luminescence, 24 h; Potency, µM (doses to about 57 µM), inactives show at the top dose activity change, negative = inhibition, most hits filed as inhibitors; 360,000 compounds, 0.72% hits; AID 1745845; further: potency means the concentration at half of the fitted maximal effect; on the % scale 0 is the no-effect control and ±100 the full control effect; nearly all actives have a fitted effect of over 55% in size
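ATXN2-luciferase reporter cells (luciferase flanked by upstream and downstream ATXN2 gene portions) were treated 24 h at 37 °C with compounds at up to 57 uM. SteadyGlo luminescence gave expression; GF-AFC fluorescence gave viability.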
HepG2 tox – HepG2 cytotoxicity, counter-screen for TGF-b inhibitors | Potency, µM (titrated, usually from 46.1 µM), for inactives: top-dose activity change, negative = cytotoxicity, usual class: cytotoxic | 410,000 compounds, 0.76% hits | AID 588856 | HepG2 CAGA-GFP viability, ATP luminescence, 18 h; further: potency means the concentration at half of the fitted maximal effect; some results filed as inactive show a strong effect at the top dose
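HepG2 CAGA-GFP cells (1000/well, DMEM with 1% FBS) received compound, then TGF-beta at 500 pg/mL final, and were incubated 18 hours at 37 degrees C. Viability was read by CellTiter-Glo luminescence. Media-only wells were set as complete cell-killing and DMSO as no toxicity.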
ATXN viability – reduces viability in counter-screen for ATXN expression inhibitors; S2 cells (HEK-293 line with an ATXN2-luciferase reporter) viability, CellTiter-Fluor protease fluorescence, 24 h; Potency, µM (series often up to 56.7 µM), hits mostly cytotoxic; 400,000 compounds, 0.49% hits; AID 651635; further: potency means the concentration at half of the fitted maximal effect; nearly all actives have a fitted effect of over 40% in size
HT1080 IDH1KD tx – toxicity to HT-1080 IDH1 knockdown cells (counter line). AID 686971. HT-1080 IDH1 knockdown viability, ATP luminescence, 48 h. 360,000 compounds, 2% hits. Potency, µM (series often up to 46.1 µM), for inactives: top-dose activity, negative = toxicity, actives largely listed as cytotoxic;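 further: potency means the concentration at half of the fitted maximal effect; 0% = DMSO wells and -100% = cell-free medium wells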
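CellTiter-Glo luminescence after 48 h compound exposure at 37 degrees C of IDH1-knockdown HT-1080 cells in 5% FBS RPMI. %Activity scaled between DMSO wells and cell-free media wells, with curves fitted and assigned curve classes.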
MCF10A rerep – induces DNA re-replication in MCF 10a normal breast cells; MCF 10A DNA re-replication, Hoechst nuclear intensity, 48 h; Potency, µM (doses to about 46.1 µM), for the others: at the highest dose activity, positive = re-replication, hits mostly activators; 350,000 compounds, 2.9% hits; AID 624296; further: potency means the concentration at half of the fitted maximal effect; % of control where 0% means no effect; nearly all actives have a fitted effect of over 50% in size
The depositor's hits bear a star; i = inactive; u = inconclusive; x = not tested or not shown; [ ] = dose if it differs, or a comment. Unless noted, the call rests on the fitted dose curve; in most records, active means well fitted curve in the direction sought with a large enough effect; inconclusive means small, poorly fitted or top-dose-only effect, or another doubt; inactive means no such curve, though single readings can be large; an effect the other way counts as inactive or inconclusive.

No. | Structure | HT1080NT lethal | SW480 rerep | KB-3-1 cytotox | IL1B secr inh | ATXN2 expr inh
1 | COc1ccccc1C(=O)NC(=O)CSc1nnc(C)s1 | 15% | -2% | 0% | 14 | 2%
2 | CC1(C)OC(=O)C2=C(C[C@@H](CCc3ccccc3)O[C@H]2C2CCCC2)O1 | -25% | x | 2% | 0 | -9%
3 | Cc1ccc(-c2cc3c(n2-c2ccc(C)cc2)CC(C)(C)CC3=O)cc1 | x | x | 11% | x | 4%
4 | COc1ccccc1NC(=O)Nc1ccnn1C1CCN(C(=O)C2CCOC2)CC1 (stereo unspecified) | -1% | x | 0% | 18 | x
5 | COc1ccc(-c2cn3nc(SCC(=O)Nc4ccccc4F)ccc3n2)cc1 | x | x | -6% | x | 11%
6 | CCCCNC(=S)Nc1ccc2nc3n(c(=O)c2c1)CCCCC3 | 13% | 4% | 1% | -1 | 3%
7 | Cc1ccccc1C(=O)NC1CCN(Cc2nnnn2C2CCCC2)CC1 | 2% | 3% | 3% | -4 | -7%
8 | CCOC(=O)CNC(=O)C(Cc1ccccc1)NS(=O)(=O)c1cccs1 (stereo unspecified) | -5% | 1% | 2% | -1 | -1%
9 | COc1cccc(OCC(O)CN2CCN(c3ccccn3)CC2)c1 (stereo unspecified) | 16% | -1% | -7% | -2 | -8%
10 | CCN(C(=O)Cc1cccs1)c1nnc(-c2cccnc2)s1 | 21% | -5% | 17% | 32 | 6%
11 | COCCNC(=O)c1cccc(OC2CCN(Cc3ccc(OC(F)F)cc3)CC2)c1 | 0% | -3% | -27% | -8 | u
12 | C=CCn1c(SCC#N)nnc1-c1ccc2ncccc2c1 | 27% | -17% | 51% | 4 | 7%

No. | HepG2 tox | ATXN viability | HT1080 IDH1KD tx | MCF10A rerep
1 | 5% | i | 7% | 2%
2 | x | i | -25% | x
3 | 0% | i | x | x
4 | 1% | i | -1% | x
5 | -20% | i | x | x
6 | -10% | i | -1% | 17%
7 | -4% | i | -2% | 16%
8 | -10% | i | -3% | 21µM*
9 | -3% | i | 0% | 11%
10 | 1% | i | 16% | 0%
11 | -18% | i | -12% | 18%
12 | 11% | i | 14% | -2%

Compounds listed so far with a carbonyl joined to an NH by a bond outside any ring, in the order listed:
No. | Structure | HT1080NT lethal | SW480 rerep | KB-3-1 cytotox | IL1B secr inh | ATXN2 expr inh
1 | COc1ccccc1C(=O)NC(=O)CSc1nnc(C)s1 | 15% | -2% | 0% | 14 | 2%
4 | COc1ccccc1NC(=O)Nc1ccnn1C1CCN(C(=O)C2CCOC2)CC1 (stereo unspecified) | -1% | x | 0% | 18 | x
5 | COc1ccc(-c2cn3nc(SCC(=O)Nc4ccccc4F)ccc3n2)cc1 | x | x | -6% | x | 11%
7 | Cc1ccccc1C(=O)NC1CCN(Cc2nnnn2C2CCCC2)CC1 | 2% | 3% | 3% | -4 | -7%
8 | CCOC(=O)CNC(=O)C(Cc1ccccc1)NS(=O)(=O)c1cccs1 (stereo unspecified) | -5% | 1% | 2% | -1 | -1%
11 | COCCNC(=O)c1cccc(OC2CCN(Cc3ccc(OC(F)F)cc3)CC2)c1 | 0% | -3% | -27% | -8 | u

No. | HepG2 tox | ATXN viability | HT1080 IDH1KD tx | MCF10A rerep
1 | 5% | i | 7% | 2%
4 | 1% | i | -1% | x
5 | -20% | i | x | x
7 | -4% | i | -2% | 16%
8 | -10% | i | -3% | 21µM*
11 | -18% | i | -12% | 18%

Remaining list, next part:
No. | Structure | HT1080NT lethal | SW480 rerep | KB-3-1 cytotox | IL1B secr inh | ATXN2 expr inh
13 | CCn1c(=O)n(CC)c2cc(N3CCCC3)c(NC(=O)c3cccc(C)c3)cc21 | -7% | 1% | -1% | u | u
14 | CCCCS(=O)(=O)NC1=NCN(Cc2ccco2)CN1 | -6% | -1% | -9% | 22 | -4%
15 | CC(Oc1cccc2ccccc12)C(=O)N/N=C/c1cccnc1 (stereo unspecified) | -2% | -4% | 0% | 0 | -5%
16 | Cc1nn(C)c(C)c1CN(C)C(=O)c1nn2c(c1Br)NC(c1cccs1)CC2C(F)(F)F (stereo unspecified) | -11% | 1% | -7% | -13 | 2%
17 | Cc1c(NS(C)(=O)=O)cccc1-c1nc2ccccc2s1 | x | x | 0% | x | -21%
18 | Cn1cc(S(=O)(=O)N2CCCCC2)cc1C(=O)Nc1ccc(OC(F)(F)F)cc1 | x | x | 1% | x | -12%
19 | O=C(O)CC(NCc1ccco1)C(=O)OCCc1ccccc1 (stereo unspecified) | 12% | -3% | 12% | -10 | 3%
20 | O=C(NNC(=O)c1cc(S(=O)(=O)N2CCOCC2)c(Cl)cc1Cl)c1ccccc1F | -13% | 4% | u | -9 | -4%
21 | CC(C)(C)N(Cc1ccccc1)C(=O)COC(=O)CN1C(=O)C2CC=CCC2C1=O (stereo unspecified) | 1% | -3% | x | 11 | 5%
22 | Cc1cc(C)cc(NC(=O)CSc2nnc(-c3ccccc3)n2N)c1 | -7% | -5% | 1% | u | -9%
23 | Cc1ccc(N2C(=O)C3C(C2=O)C(C(=O)c2ccc(Cl)cc2)N2CCCC32)cc1 (stereo unspecified) | 10% | -3% | 1% | 23 | 1%
24 | CC(C)CN(C(=O)CSc1ncnc2sccc12)C1CCS(=O)(=O)C1 (stereo unspecified) | -4%[9.24 µM] | -28% | 8% | 0 | -4%

No. | HepG2 tox | ATXN viability | HT1080 IDH1KD tx | MCF10A rerep
13 | -10% | u | -15% | -1%
14 | 7% | i | -2% | 0%
15 | 2% | i | -7% | -17%
16 | 12% | i | -6% | 1%
17 | -55% | u | x | x
18 | -11% | i | x | x
19 | -17% | i | 9% | -1%
20 | -1% | i | -5% | u
21 | 11% | i | 10% | 12%
22 | -15% | i | -9% | 0%
23 | 0% | i | 11% | -13%
24 | 0% | i | 8% | 10%

Additional records
No. | Structure | HT1080NT lethal | SW480 rerep | KB-3-1 cytotox | IL1B secr inh | ATXN2 expr inh
25 | CS(=O)(=O)N(CCc1ccccc1)CC(=O)NCc1ccccn1 | 12% | -15% | -3% | 13 | 11%
26 | CC1=C(C(=O)Nc2cc(C(=O)NCCC(C)C)ccc2C)SCCO1 | -26% | -12% | 17% | 0 | -19%
27 | Cn1c(CO)cnc1S(=O)(=O)Cc1ccc([N+](=O)[O-])cc1 | 1% | -11% | -1% | 30 | u
28 | Cc1cccc(NC(=O)C(C)OC(=O)c2ccccc2NS(=O)(=O)c2cc(C)c(C)c([N+](=O)[O-])c2)c1 (stereo unspecified) | -4% | -2% | -23% | 4 | -22%
29 | CCCCc1cc(=O)oc2cc(OCC(=O)N3CCC(C(N)=O)CC3)ccc12 | 16% | 3% | -1% | -29 | -3%
30 | Cc1ccc2nc(N3C(=O)C(O)=C(C(=O)c4ccc(C)o4)C3c3ccc(O)cc3)sc2c1 (stereo unspecified) | -17% | 15% | 0% | 3 | 7%
31 | COc1ccc(C(=O)NN2C(=S)N(c3ccc(OC)cc3)C(=O)C2CC(N)=O)cc1 (stereo unspecified) | 15% | -9% | -3% | 21 | 11%
32 | COc1ccc(NC(=O)CN2CCC(n3c(C)nc4cc(F)ccc43)CC2)c(OC)c1 | 0% | -3% | -1% | 16 | -4%
33 | Cc1c(O)ccc2c(CC(=O)N[C@@H](Cc3c[nH]c4ccccc34)C(=O)O)cc(=O)oc12 | -1% | 24% | 19% | 39 | 8%
34 | COc1ccccc1NC(=O)N1CCCC1C(=O)NC1CCCCC1 (stereo unspecified) | 2% | -11% | -4% | -12 | -1%
35 | Cc1ccc2[nH]cc(CCNC(=O)c3ccc4c(c3)OCO4)c2c1 | 13% | u | -12% | -53* | 3%
36 | CC(=O)Nc1ccc(CNc2nc(NC(C)C)nc3cc(-c4ccccc4)sc23)cc1 | u | x | u | -114* | 22µM*

No. | HepG2 tox | ATXN viability | HT1080 IDH1KD tx | MCF10A rerep
25 | 3% | i | 8% | -8%
26 | -12% | i | -9% | -7%
27 | -26% | i | 5% | -27%
28 | -20% | u | -5% | 15%
29 | -25% | i | 6% | 3%
30 | -10% | u | 2% | u
31 | -2% | i | 14% | -11%
32 | -8% | i | -9% | u
33 | 2% | i | 0% | -2%
34 | -23% | i | 1% | -2%
35 | -3% | i | 12% | 1%
36 | -113% | u | u | x

Remaining list, next part.
No. | Structure | HT1080NT lethal | SW480 rerep | KB-3-1 cytotox | IL1B secr inh | ATXN2 expr inh
37 | NC(=O)C1CCN(C(=O)C2CC(=O)N(c3ccc4c(c3)OCCO4)C2)CC1 (stereo unspecified) | 2% | -8% | 1% | 7 | x
38 | CCc1ccc(/C=C2/SC(=S)N(CCCC(=O)Nc3ccccc3C(=O)O)C2=O)cc1 | 22% | 18% | 17% | 24 | u
39 | CCc1cccc2c(/C=N/NC(=O)c3cccc(S(=O)(=O)Nc4ccccc4Cl)c3)c[nH]c12 | -15% | 0% | -12% | 27 | 0%
40 | CCOC(=O)C1(C)CCCN(C(=O)c2c(F)cccc2F)C1 (stereo unspecified) | u | x | 0% | 9 | 7%
41 | CCC1Oc2ccc(C)cc2N(CC(=O)NCc2cc(OC)ccc2OC)C1=O (stereo unspecified) | -27% | -5% | 1% | 12 | -11%
42 | COc1ccccc1NC(=O)C(=O)c1cn(CC(=O)N2CCCC2)c2ccccc12 | -13% | u | 2% | u | 11%
43 | CC(C)(C)NC(=S)Nc1ccc(Nc2ccccc2)cc1 | 5.6µM* | 14% | u | u | -14%

No. | HepG2 tox | ATXN viability | HT1080 IDH1KD tx | MCF10A rerep
37 | -1% | i | 3% | 1%
38 | 1% | u | 4% | u
39 | -26% | i | -6% | u
40 | 1% | i | 1% | x
41 | -5% | i | 2%[9.24 µM] | -8%
42 | -2% | u | -5% | -15%
43 | 13µM* | u | 6.3µM* | -4%
